A3A deaminase = human APOBEC3A DNA deaminase inhibition; P31941; AID 493011; recombinant A3A, FAM/TAMRA ssDNA deamination fluorescence; 330,000 compounds, 0.41% hits; inhibition, % at 20 µM;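 active = at least 40% inhibition at 20 µM here, with at most 30% in a related deaminase screen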;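 also: plate controls were A3A with DMSO for no effect and wells lacking A3A enzyme for full effect; some results filed as inactive read as strong as hits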
Target sequence (P31941 whole entry, looked up): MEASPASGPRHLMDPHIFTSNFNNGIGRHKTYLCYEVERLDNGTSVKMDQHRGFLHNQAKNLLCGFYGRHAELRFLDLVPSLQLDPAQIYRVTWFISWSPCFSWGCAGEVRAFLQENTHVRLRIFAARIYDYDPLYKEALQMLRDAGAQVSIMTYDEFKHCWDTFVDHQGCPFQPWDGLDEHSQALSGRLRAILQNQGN
A3G deaminase = inhibitors of human APOBEC3G DNA deaminase | 330,000 compounds, 0.28% hits | AID 493012 | inhibition, % at 20 µM | Q9HC16 | recombinant A3G, ssDNA deamination FAM/TAMRA fluorescence;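 active = inhibition of at least 40% at 20 µM, with no more than 30% in the related APOBEC3A deaminase screen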;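 also: plate controls were DMSO wells with A3G for no effect and wells lacking A3G enzyme for full effect; some compounds called inactive have numbers as strong as hits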
MPTP block = permeability transition pore inhibition | isolated mouse mitochondria, Ca2+ swelling absorbance, 30 min | inhibition, % at 10 µM | 360,000 compounds, 1.4% hits | AID 602449;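 active = inhibition of 50% or more, scaled per plate between neutral and stimulator controls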;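 also: 0% = DMSO wells given calcium and 100% = 1 mM EGTA wells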
hIAP activ = human IAP activation; purified human IAP, CDP-Star luminescence, 30 min; hits give high values; 1 = vehicle-only enzyme, 0 = enzyme-free background; activation factor at 10 µM; 330,000 compounds, 0.16% hits; AID 2524;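 active = activation factor of the enzyme at least 2-fold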; also: the source names both 10 and 20 µM as test concentration; values of inactives mirror those of a sister screen read the other way
Target sequence (P09923 whole entry, looked up): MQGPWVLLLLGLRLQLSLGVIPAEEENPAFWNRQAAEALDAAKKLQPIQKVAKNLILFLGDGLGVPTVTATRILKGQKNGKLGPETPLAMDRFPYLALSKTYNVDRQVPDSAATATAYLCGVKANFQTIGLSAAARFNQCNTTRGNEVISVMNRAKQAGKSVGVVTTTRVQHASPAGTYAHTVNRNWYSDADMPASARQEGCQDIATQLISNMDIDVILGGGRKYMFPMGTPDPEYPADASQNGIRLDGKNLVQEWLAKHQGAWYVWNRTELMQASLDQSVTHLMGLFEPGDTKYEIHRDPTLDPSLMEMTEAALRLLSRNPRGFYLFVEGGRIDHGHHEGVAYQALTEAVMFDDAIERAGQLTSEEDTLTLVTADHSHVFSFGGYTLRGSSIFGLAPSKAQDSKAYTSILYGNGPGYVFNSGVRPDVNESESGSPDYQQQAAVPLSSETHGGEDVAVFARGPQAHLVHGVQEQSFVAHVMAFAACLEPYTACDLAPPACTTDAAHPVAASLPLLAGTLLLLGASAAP
GRIN3A LBD mod = modulates the human NR3A ligand-binding domain. NR3A LBD differential scanning fluorimetry, Tm shift; 0% = protein alone, 100% = glycine-bound protein. Tm shift relative to glycine control, % at 25 µM. 340,000 compounds, 2.5% hits;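 active = melting temperature shift of at least 10% of the positive control shift, at one fixed dose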
beta cell repl = induces beta-cell replication in MIN6 cells; MIN6 cells proliferation, ATPlite luminescence, 48 h; cells starved in 0.2% serum; 100% = growth in 10% serum; proliferation, % at 10 µM; 330,000 compounds, 0.29% hits;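 active = compounds whose signal lies at least 3.5 SD above the mean of all wells on their plate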;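 also: 0% = DMSO-treated cells in low-serum medium and 100% = 10% serum control; some compounds called inactive have numbers as strong as hits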
hIAP block = blocks human intestinal alkaline phosphatase | P09923 | purified IAP, CDP-Star luminescence, 30 min | inhibition, % at 10 µM | 330,000 compounds, 0.12% hits | AID 2544;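 active = inhibition reaching a set limit with compound at 10 µM in the primary screen, cut at about 35% in these data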;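 also: plate controls were DMSO wells with enzyme for no effect and no-enzyme buffer wells for full effect; values of inactives mirror those of a sister screen read the other way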
mIAP activ = mouse IAP activation | muIAP, CDP-Star luminescence, 30 min; hits give high values; 1 = vehicle-only enzyme signal, 0 = enzyme-free wells | activation factor at 10 µM | 330,000 compounds, 0.24% hits;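 active = activation factor of at least 2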; also: the source names both 10 and 20 µM as test concentration; values of inactives mirror those of a sister screen read the other way
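Assay system: mouse IAP enzyme / Compound: DMSO-dissolved test compounds / Timing: 30 min, room temperature / Measured by: luminescence from enzymatic CDP-Star hydrolysis / Control set: DMSO-only wells, enzyme-free buffer wells as negative control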
mIAP inh = blocks mouse intestinal alkaline phosphatase. purified mouse IAP, CDP-Star luminescence, 30 min. inhibition, % at 10 µM. 330,000 compounds, 0.2% hits. AID 2806;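 active = inhibition of at least 40% at 10 µM in the primary screen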;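 also: plate controls were DMSO with enzyme for no effect and no enzyme wells for full effect; values of inactives mirror those of a sister screen read the other way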
Active calls of the source: *; · = not tested or not shown; & = joins results of further samples.

SMILES	A3A deaminase	A3G deaminase	MPTP block	hIAP activ	GRIN3A LBD mod	beta cell repl	hIAP block	mIAP activ	mIAP inh
COC(=O)C1=NN(N=O)C2(CC(=O)N(c3cc(C)cc(C)c3)C2=O)C1 (stereo unspecified)	1	-1	-0.6	1.1	0	0	-6	0.98	2
O=S(=O)(NCc1ccccn1)c1cc(Cl)ccc1Cl	-1	-2	0.7	1.3	0	-2	-32	0.92	8
CCN(CC)C(=O)CSc1nnc(-c2cccc(OC)c2)o1	0	-1	0.3	0.96	0	-2	4	0.82	18
CN(C)CCNC(=O)c1onc(CSc2ccc(F)c(F)c2)c1C(=O)NCCN(C)C	0	-10	11	1.1	-2	-5	-6	1	-1
O=C(O)c1ccc(NC(=O)C(c2ccccc2)c2ccccc2)cc1	-4	-7	-0.3	0.85	-1	0	15	0.94	6
CC(=O)Nc1nonc1NC(=O)CSc1ccccn1	-4	-5	1.5	1.4	0	-3	-42	0.96	4
Cc1cc(C)c2[nH]c(=O)c(CN(CC3CCCO3)C(=S)NCc3ccco3)cc2c1 (stereo unspecified)	-2	-5	-6.6	1.1	2	0	-9	0.84	16
Cc1ccc(S(=O)(=O)NCCc2ccccc2)cc1	1	-4	-1.0	0.97	2	4	3	0.98	2
CCC1C(=O)NCCN1C(=O)c1cccc(OC2CCN(S(=O)(=O)N(C)C)CC2)c1 (stereo unspecified)	-6	-4	-1.2	1.1	0	-1	-10	1	-2
CCN(C(=O)COC(=O)/C=C/c1ccco1)C1CCCCC1	32	5	-1.4	1	0	-1	0	0.87	13
CC[C@]12c3[nH]c4ccccc4c3CCN1C(=O)C(CC(=O)NC/C=C(\C)CCC=C(C)C)C[C@@H]2C(=O)N1CCN(C(=O)c2ccco2)CC1 (stereo partly specified)	-5	-7	-0.7	1	-6	-5	-1	1.1	-14
Cc1cc(-c2nn(-c3ccccc3F)cc2CN2CCN(c3ccncc3)CC2)c(C)s1	1	0	2.0	1.3	-2	-5	-26	0.95	5
Cc1ccccc1C(=O)NNC(=O)Nc1ccccc1	0	-8	·	0.92	·	1	8	0.97	3
CNC(=O)COc1ccc(S(=O)(=O)Nc2ccc(C)cc2)cc1	-3	-3	2.5	1.1	1	-1	-8	0.96	4
Cn1cnnc1SCC(=O)NNC(=O)c1ccc([N+](=O)[O-])cc1	1	-2	0.5	1.1	-1	0	-10	0.94	6
CC(c1ccccc1)n1cc(C(=O)NCc2cccnc2)nn1 (stereo unspecified)	-2	-3	0.3	0.99	-1	0	0	0.98	2
COc1ccc(NC(=O)NCc2ccc(Cl)cc2)cc1	-2	-4	-0.4	0.97	2	3	3	1	-1
COc1ccc(-c2[nH]ncc2CNCc2cc(C)n(C)n2)c(F)c1	0	-4	0.9	1.1	-2	3	-5	0.97	3
Cc1ccc(NC(=O)CCC(=O)OCc2ccc(Br)cc2)cc1	-2	-1	-3.0	1.1	-1	-1	-6	1.1	-10
CCOC(=O)c1cc(CC)sc1NC(=O)CC1SC(N)=NC1=O (stereo unspecified)	1	-1	1.9	1.4	-1	-1	-38	0.96	4
OCc1ncccc1O	-5	-8	-0.8	0.99	-2	0	1	0.96	4
O=C(Cn1nc(-c2ccccc2)c2ccccc2c1=O)Nc1ccc(F)cc1	-3	-6	4.4	1	-4	-2	-1	1	-1
O=C(NCCOc1ccccc1)C(=O)NCC1CCCO1 (stereo unspecified)	3	-4	2.2	1.1	0	-3	-8	1.1	-8
Cc1ccc(S(=O)(=O)/N=C2\CN(C)C(=O)N2C)cc1	-3	-6	-2.3	1.1	1	-4	-10	1.1	-9
O=[N+]([O-])c1cc(-c2nnc(-c3ccccc3)o2)ccc1Oc1ccc(Cl)cc1	0	-11	2.4	0.99	2	0	1	0.96	4
COc1ccc(-c2nc3ncccn3c2Nc2ccc3c(c2)OCCO3)cc1	1	-4	-0.3	0.94	4	2	6	0.6	40
COc1cc(NC(=O)c2ccnc(N)c2)cc(C(=O)Nc2cccc(C(F)(F)F)c2)c1	0	-13	-0.4	1	13*	-3	-3	0.95	4
CCOC(=O)C1CCCN(S(=O)(=O)c2cc(C(=O)OC)n(C)c2)C1 (stereo unspecified)	1	-1	2.0	1	0	6	-4	1.1	-8
COc1cccc2cc3c(=O)n(-c4ccccc4)nc-3oc12	5	1	1.7	1	1	2	0	0.91	9
Cc1ccccc1CSCCNC(=O)CN(c1ccc2c(c1)OCO2)S(C)(=O)=O	3	-3	1.2	1.2	5	0	-18	1.1	-8
CCCC(O)(CCN(C)C)c1ccc(OC)cc1 (stereo unspecified)	0	-2	-1.1	0.93	-1	-2	7	0.95	5
O=C(N/N=C\c1ccc(Cl)cc1)c1sccc1-n1cccc1	0	-9	1.1	1.1	-15	-3	-6	0.88	12
COc1ccc(NC2CCCN(C(=O)c3cccnc3)C2)cc1 (stereo unspecified)	-7	-7	0.1	0.93	-3	0	7	1.1	-8
O=C(O)COCc1nc2ccccc2[nH]1	0	-1	-1.0	0.96	0	-2	4	0.88	12
CN(C)S(=O)(=O)c1ccc(Cl)c(NC(=O)COC(=O)CN2C(=O)C3CCCCC3C2=O)c1 (stereo unspecified)	-2	-12	-1.7	0.94	0	-1	6	1	-5
O=C(c1cnc2c(c1)COc1ccc(Cl)cc1-2)c1ccccc1O	-1	-6	2.2	1.2	0	2	-17	0.91	9
COc1cccc(CC(=O)N[C@@H](CCSC)c2nc3ccccc3[nH]2)c1	-3	-3	-1.1	1	2	1	-5	1.1	-13
COc1ccc(CNC(=O)COC(=O)CCOc2ccc(C)cc2)cc1OC	0	-3	-0.4	0.89	0	11	12	1.1	-7
CC(C)NC(=O)Nc1ccc2c(c1)C(=O)N([C@H](C)CO)C[C@H](C)[C@@H](CN(C)S(C)(=O)=O)O2	4	5	0.1	0.96	1	-2	4	0.99	1
COc1ccc(NC(=O)CN(C)C(=O)c2sc3ccccc3c2Cl)cc1	0	-11	-1.1	1.1	1	1	-5	1	-4
COc1ccc(C2CC(c3cccs3)=NN2C(=O)COC(=O)c2cncc(Br)c2)cc1OC (stereo unspecified)	13	-1	-0.1	1.1	-2	-1	-8	0.88	12
O=C(CCN1C(=O)/C(=C/C=C/c2ccccc2)SC1=S)Nc1ccccn1	1	-2	1.5	0.78	2	-6	22	0.7	30
O=C(NC(Cc1ccccc1)C(=O)O)/C(=C/c1ccccc1)NC(=O)c1cccc(Br)c1 (stereo unspecified)	-1	-9	2.7	1	-2	-3	-2	0.95	5
Cc1sc2ncnc(N3CCOCC3)c2c1C	-3	-1	-0.9	0.94	-14	-1	6	0.97	3
Cc1cc(C(=O)CSc2nnnn2-c2ccc(O)cc2)c(C)n1C	0	-7	-0.1	1	-1	3	-1	1	0
CC(=O)Nc1ccc(S(=O)(=O)N2CCC(NC(=O)c3ccccc3)CC2)cc1	3	-5	4.7	1.1	-1	-1	-6	0.94	6
Cc1nc2nc(-c3ccccc3)[nH]n2c(=O)c1Cc1ccccc1	0	0	-0.1	1.1	2	-3	-14	1.1	-10
O=C(N/N=C/c1cccs1)C1COc2ccccc2O1 (stereo unspecified)	0	0	1.7	1.2	-1	-3	-22	0.96	4
COc1ccc(N2C(=O)C(F)(F)C2c2ccc(C)cc2)cc1OC (stereo unspecified)	10	21	1.1	1	-2	0	-3	1.1	-6
O=C(NN1CCOCC1)c1ccc(F)cc1	-4	-10	-1.0	0.8	-1	-3	20	0.98	2
NC(=S)N/N=C/c1ccccc1OCCSc1ccc(Cl)cc1	-2	-1	-3.9	0.85	-2	0	15	0.95	5
Cc1ccc(S(=O)(=O)NCCC(=O)N2CC(C)OC(C)C2)cc1 (stereo unspecified)	-1	-5	-3.5	1	4	-5	-1	1	-3
COc1ccc(C2(C(=O)NC(C)C)CCCC2)cc1OC	-1	-6	-2.3	0.82	1	1	18	0.92	8
CN(CC(=O)Nc1cccc(F)c1)CC(=O)Nc1cccc2ccccc12	-2	-2	0.7	1.2	-4	0	-19	1.1	-8
Cc1ccc(-c2ccnc3c(Cl)c(C)nn23)cc1	-1	-4	0.0	0.88	1	-1	12	0.93	7
CCOc1ccc(S(=O)(=O)Nc2cccc(C(=O)NCC3CCCO3)c2)cc1 (stereo unspecified)	-1	-5	-0.6	1.1	0	-1	-12	0.95	5
O=c1c2ccccc2c(C=NCCO)c(O)n1-c1ccccc1	1	-3	0.4	0.91	2	-1	9	0.94	6
Cc1ccc(NC(=O)c2ccc3c(c2)OCCO3)cc1C	-3	-8	-0.3	0.8	1	0	20	0.97	3
COc1ccc(C(C)=O)cc1CC(=O)Nc1cccc(S(=O)(=O)N2CCOCC2)c1	-1	-8	0.2	0.81	-2	1	19	1	-1
C=CCN1C(=O)c2ccc(C(=O)N(C)CC(=O)Nc3ccc(Br)cc3C)cc2C1=O	0	-5	-1.5	1.1	5	0	-9	0.87	13

Filtered by structure, those above containing a nitro group on carbon (2)
SMILES	A3A deaminase	A3G deaminase	MPTP block	hIAP activ	GRIN3A LBD mod	beta cell repl	hIAP block	mIAP activ	mIAP inh
Cn1cnnc1SCC(=O)NNC(=O)c1ccc([N+](=O)[O-])cc1	1	-2	0.5	1.1	-1	0	-10	0.94	6
O=[N+]([O-])c1cc(-c2nnc(-c3ccccc3)o2)ccc1Oc1ccc(Cl)cc1	0	-11	2.4	0.99	2	0	1	0.96	4

More structures follow.
SMILES	A3A deaminase	A3G deaminase	MPTP block	hIAP activ	GRIN3A LBD mod	beta cell repl	hIAP block	mIAP activ	mIAP inh
COc1ccccc1CNS(=O)(=O)c1cc2c3c(c1)CCN3C(=O)CC2	-1	-4	0.9	1	0	-1	0	0.96	4
Cc1ccc(OCCSc2ncnc3nc[nH]c23)cc1	-14	1	-3.7	1.5	8	-1	-54	0.97	2
Cc1ccc(-n2nc3c(c2NC(=O)c2ccc4c(c2)OCO4)CS(=O)(=O)C3)cc1C	-5	-4	0.1	1.2	-4	6	-21	0.96	4
COc1ccccc1CN1CC(C(=O)NCC2CCCO2)CC1=O (stereo unspecified)	0	-2	-0.2	1	1	0	0	0.97	3
O=C(COC(=O)C1=COCCO1)Nc1cccc(S(=O)(=O)N2CCOCC2)c1	-2	-5	-0.5	1.1	11*	-2	-8	0.98	2
O=C(NCc1cccc(CNC(=O)Nc2cccc(O)c2)c1)Nc1cccc(O)c1	-1	-5	0.7	0.92	9	-2	8	1.2	-16
O=C1NC(=O)C(c2ccccc2)(c2ccccc2)N1	-3&4	-2&-2	-1.1&0.0	0.86&1.1	-2&1	2&-3	14&-11	1.1&1	-8&-1
COc1cc(C(=O)N(Cc2ccc(F)cc2)C2CCS(=O)(=O)C2)cc(OC)c1OC (stereo unspecified)	0	-7	-2.5	1	-1	3	-2	0.87	13
CCOC(=O)CCCCCC(=O)Nc1ccc2c(c1)CC(=O)N([C@H](C)CO)C[C@H](C)[C@H](CN(C)S(=O)(=O)c1ccc(OC)cc1)O2	-2	-3	-0.4	1	0	-2	-2	0.93	8
Cc1cc(C(=O)CSc2nncs2)c(C)n1-c1c(C)n(C)n(-c2ccccc2)c1=O	-4	-8	-0.4	0.99	-1	-2	1	1.1	-5
COc1ccc(C(=O)CSc2nnc(-c3ccc(C)cc3)o2)cc1	-4	-7	3.5	1.1	-2	-3	-12	0.96	4
CCOc1ccc(OCCCCn2ccnc2)cc1	-1	3	1.8	0.97	3	0	3	1	-1
C=CCNc1nc(-c2ccc(O)c(C(N)=O)c2)cs1	-8	-5	1.1	1	-14	0	-3	0.87	13
COc1ccc(CCNC(=O)Cn2ccc3cc(S(=O)(=O)N4CCCC4)ccc32)cc1OC	-5	-4	-0.4	1.2	4	-2	-19	0.9	10
